HCT116 bCat-KO: beta-catenin-lacking colon tumor cell growth suppression; viability, % at 10 µM; HCT116 beta-catenin knockout viability, CellTiter-Glo, 60 h; stronger effect = lower value; AID 818; 140,000 tested, 1.5% active;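 active = viability at or under a set limit, the compound median less 4 SD, cut at about 6% in these data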;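 note: 0% = Hyamine 1622 control at 20 µM and 100% = untreated cell control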
BB579 growth dn: yeast BB579 growth reduction in restrictive medium; S. cerevisiae BB579 growth, OD615, 48 h; inhibition, % at 10 µM; 140,000 tested, 0.51% active; AID 804;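 active = inhibition above a set limit, 3 SD over the mean compound inhibition, cut at about 44% in these data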; note: inactives centre near -24
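Detection: OD615 turbidity measurement; Material: Saccharomyces cerevisiae DeaD strain BB579, replicative lifespan model yeast; Timing: 48 h exposure, 30 °C; Doses: single 10 µM dose; Medium: CSMM-D restrictive synthetic medium containing dextrose (glucose); Controls: amphotericin B at 10 µg/mL as positive control.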
MRP-1 activ: MRP-1 activation | 140,000 tested, 0.61% active | H69AR cells + doxorubicin, viability rescue, CellTiter-Glo | viability increase, % at 10 µM;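 active = viability gain under doxorubicin at or above a set limit, the compound median plus 3 SD, cut at about 4.7% in these data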;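 note: MRP-1 overexpressing cells given doxorubicin 25 µM after compound pretreatment; 18-22 h compound pretreatment then 72 h with doxorubicin before readout; 0% = doxorubicin-only wells and 100% = vehicle-treated cells without doxorubicin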
E-sel TNF inh: blocks E-selectin expression induced by TNF alpha; inhibition, % at 2 µM; HUVEC TNFa-induced E-selectin immunofluorescence, high content; 120,000 tested, 0.71% active;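 active = inhibition above the batch mean plus 3 SD, and confirmed as a hit on visual image review, cut at about 43% in these data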;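 note: 0% = TNF-stimulated DMSO wells and 100% = unstimulated control wells; not every result past the cut was called active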
Yeast life ext: yeast lifespan extension; S. cerevisiae growth with nicotinamide, OD615; deaD strain in restrictive glucose medium; 130,000 tested, 0.68% active; inhibition of the nicotinamide effect, % at 10 µM; AID 775;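 active = inhibition above a set limit, placed 3 SD over the median of all compounds, cut at about 26% in these data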;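 note: 0% = nicotinamide-treated wells and 100% = cells grown without nicotinamide; some compounds called inactive have numbers as strong as hits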
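Assay system: DeaD-strain S. cerevisiae. Medium: CSMM-D glucose medium, restrictive. Reagent: nicotinamide, 1.5 mM, co-present with compound. Compound: 10 µM single point, 0.25% DMSO. Schedule: culture preincubation 4 h, compound exposure 48 h, both 30 °C. Detection: absorbance at 615 nm.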
GALR2 antag: blocks the human galanin receptor 2; inhibition, % at 4 µM; AID 828; O43603; 140,000 tested, 0.39% active; GALR2-expressing cells, antagonist mode; in the data active = inhibition above about 27%;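 note: cells stimulated with galanin 1-16 at roughly its EC80; 0% = agonist challenge control and 100% = basal control without agonist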
Target sequence (O43603 whole entry, looked up): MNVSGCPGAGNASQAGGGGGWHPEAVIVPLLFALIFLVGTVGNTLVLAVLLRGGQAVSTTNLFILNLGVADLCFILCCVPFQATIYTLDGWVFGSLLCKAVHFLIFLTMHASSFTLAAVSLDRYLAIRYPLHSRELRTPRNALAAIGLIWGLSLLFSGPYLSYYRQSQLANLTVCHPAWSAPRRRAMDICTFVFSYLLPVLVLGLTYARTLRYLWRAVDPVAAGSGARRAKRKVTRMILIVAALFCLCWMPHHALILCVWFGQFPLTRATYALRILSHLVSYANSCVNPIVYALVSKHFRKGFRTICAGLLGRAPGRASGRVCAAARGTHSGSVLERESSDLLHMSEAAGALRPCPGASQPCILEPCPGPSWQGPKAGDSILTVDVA
Measles CPE: protection of cells from measles virus; AID 841; Measles virus-infected cells, CPE protection, absorbance; protection (pct of control), % at 4 µM; 140,000 tested, 1.5% active; in the data active = protection mostly above about 24%, no sharp cut-off; inactive = mostly below about 26%; note: some compounds called inactive have numbers as strong as hits
NPY Y2 blocker: NPY-Y2 (human) receptor antagonism; P49146; NPY-Y2 expressing cells, antagonist mode; inhibition, % at 2.7 µM; 140,000 tested, 0.99% active; AID 793; in the data active = inhibition above about 17%;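 note: 0% = vehicle with agonist challenge and 100% = reference antagonist with challenge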
Target sequence (P49146 whole entry, looked up): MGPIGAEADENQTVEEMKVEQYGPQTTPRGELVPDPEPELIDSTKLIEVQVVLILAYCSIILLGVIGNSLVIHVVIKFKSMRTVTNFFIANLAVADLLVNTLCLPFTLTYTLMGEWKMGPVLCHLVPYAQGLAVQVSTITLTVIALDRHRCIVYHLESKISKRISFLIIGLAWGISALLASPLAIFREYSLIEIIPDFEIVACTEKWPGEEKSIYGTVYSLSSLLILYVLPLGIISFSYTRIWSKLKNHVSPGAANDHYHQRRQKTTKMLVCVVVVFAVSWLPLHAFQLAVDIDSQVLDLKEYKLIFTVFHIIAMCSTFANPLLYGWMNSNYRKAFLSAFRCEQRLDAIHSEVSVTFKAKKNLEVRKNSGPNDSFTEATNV
HCT116 PTEN-null: PTEN-deleted cell growth suppression; HCT116 PTEN-null viability, CellTiter-Glo, 60 h; stronger effect = lower value; viability, % at 10 µM; 140,000 tested, 1.2% active;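 active = viability at or below a set limit, 4 SD under the median of all tested compounds, cut at about 3.7% in these data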;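 note: PTEN knockout HCT116 line with beta catenin targeted HCT116 as companion control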
Phagocyt inh: macrophage phagocytosis inhibition; 110,000 tested, 0.07% active; inhibition, % at 5 µM; J774A.1 macrophage IgG-bead phagocytosis, imaging; AID 1029;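 active = inhibition above the mean of the plate negative controls plus 5 SD, cut at about 13% in these data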;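 note: phagocytic index as fraction of beads internalized from green versus red external bead signal; plate controls were DMSO negative control for no effect and cytochalasin-D positive control for full effect; some results beyond the cut were filed as inactive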
The depositor's hits bear a star; . = not tested or not shown; & = joins results of further samples.

SMILES | HCT116 bCat-KO | BB579 growth dn | MRP-1 activ | E-sel TNF inh | Yeast life ext | GALR2 antag | Measles CPE | NPY Y2 blocker | HCT116 PTEN-null | Phagocyt inh
CCc1cccc(C)c1NC(=S)NCc1ccccc1 | 63 | -26 | -3.3 | -2 | 8 | 11 | 5 | 4 | 72 | -2
CC1CCCN(C(=O)C2CCCN(S(=O)(=O)c3cccc4nsnc34)C2)C1 (centres undefined) | 96 | -59 | -1.3 | 12 | 14 | 0 | 9 | 3 | 104 | -2
O=C(Nc1ccc(Cl)cc1)c1ccsn1 | 97 | -34 | -4.4 | . | -8 | 12 | 4 | 1 | 93 | -2
Cn1c(=O)n(Cc2ccccc2)c(=O)c2c1nc1n2CCCN1Cc1ccccc1 | 92 | -8 | -0.4 | -19 | -18 | 2 | 7 | 5 | 84 | 0
Cc1ccsc1/C=C(\C#N)C(=O)NCc1ccco1 | 96 | -22 | -2.4 | . | -4 | -3 | 7 | 4 | 98 | -14
O=C(CNC(=S)N(Cc1ccccc1)Cc1cccnc1)NC1CCCC1 | 105 | -2 | -1.8 | -12 | 0 | 6 | 28* | 3 | 86 | -3
O=C(Nc1ccc(N2CCN(C(=O)c3ccccc3)CC2)c(Cl)c1)c1ccco1 | 84 | -47 | -1.9 | 12 | -8 | 12 | 10 | -1 | 83 | 0
O=[N+]([O-])c1cc(-c2nnc(C34CC5CC(CC(C5)C3)C4)o2)cc([N+](=O)[O-])c1 | 30 | -47 | -3.9 | -30 | 3 | 3 | 6 | 2 | 45 | -5
c1csc(Cc2nn3c(-c4ccncc4)nnc3s2)c1 | 93 | -35 | -3.4 | -42 | -8 | 6 | 14 | 1 | 83 | 0
CCC/C(O)=C1\C(=O)CC(C)(C)CC1=NCCO | 103 | -34 | -1.3 | -24 | -1 | 15 | 7 | 2 | 107 | 0
O=c1c2sc3nc(N4CCOCC4)c4c(c3c2ncn1CCc1ccccc1)CCCC4 | 65 | -9 | 0.8 | . | -13 | 3 | 6 | -1 | 67 | .
CC(=O)c1cccc(NC(=O)C2CCCCC2)c1 | 91 | -26 | -0.8 | -6 | -13 | -9 | 11 | -1 | 90 | 0
Cc1ccc2nc(NC(=O)COC(=O)CSc3nc(C)cc(C)n3)sc2c1 | 83 | -58 | -4.9 | -27 | -15 | -2 | 4 | 3 | 84 | -3
O=C(C1CC1)N1CCc2cc(Br)cc(S(=O)(=O)NCc3ccc4c(c3)OCO4)c21 | 89 | -16 | -2.4 | 2 | -7 | 9 | 3 | 8 | 90 | -1
Cc1ccc2[nH]c(=O)c(CN(Cc3ccco3)C(=O)c3ccncc3)cc2c1 | 28 | 3 | -1.8 | -25 | -12 | 5 | 4 | 0 | 24 | 1
C=CCN(CC=C)C(=O)c1c(OC)cccc1OC | 98 | -23 | -0.7 | 3 | -1 | 4 | 12 | 1 | 92 | 0
Cc1nnc(SCC(=O)N2CCc3ccccc3C2)n1-c1ccccc1 | 104 | -35 | -1.7 | . | 2 | -4 | 7 | 0 | 95 | .
CC(C)(C)C(=O)OCCn1c(=O)c2cc3c(=O)n(CCOC(=O)C(C)(C)C)c(=O)c3cc2c1=O | 92 | -8 | -3.5 | . | 5 | 5 | 5 | -1 | 93 | -5
CC(c1ccco1)N(C(=O)c1ccccc1NS(=O)(=O)c1cc([N+](=O)[O-])ccc1Cl)c1ccccn1 (centres undefined) | 92 | -29 | -2.9 | -22 | 59* | 2 | 4 | 6 | 80 | -2
CCCCc1nn2c(N)c(/C=C3\C=Nc4ccccc43)c(=O)nc2s1 | 101 | -7 | 2.8 | -2 | 0 | 0 | 1 | 3 | 107 | 3
O=C(NC(=S)N1CCN(c2ccc([N+](=O)[O-])cc2)CC1)c1ccccc1F | 45 | -27 | -1.4 | 21 | 2 | -2 | 5 | 0 | 76 | -5
CCCCCCN1CC(O)=C(c2nc3ccccc3[nH]2)C1=N | 91 | -32 | -2.9 | -2 | 0 | 26 | 9 | 5 | 80 | 0
COC(=O)c1ccccc1NC(=O)c1ccc(-c2ccc(Br)cc2)o1 | 76 | -18 | -2.3 | 6 | -5 | -20 | 4 | 3 | 69 | 0
CCOC(=O)C1=C(O)/C(=C\c2cccs2)N=C1C | 96 | -50 | -0.8 | -7 | 0 | 2 | 6 | 2 | 103 | -7
CC(C)NS(=O)(=O)c1ccc(CCC(=O)Nc2ccc3c(c2)OCO3)cc1 | 90 | -7 | -2.8 | 2 | -2 | 3 | 12 | 3 | 95 | 0
CC(=O)Nc1ccc2oc(-c3cc(F)c(F)cc3Cl)nc2c1 | 104 | -15 | 2.0 | 23 | -23 | -2 | 3 | -1 | 93 | 1
CCOc1ccccc1N1CCN(Cc2ccc(OC)c(OC)c2)CC1 | 76 | -27 | -2.4 | -34 | -1 | 6 | 26 | 4 | 84 | -3
CC(C)CN(C(=O)COC(=O)c1ccc2c(c1)NC(=O)CS2)C1CCS(=O)(=O)C1 (centres undefined) | 92 | -63 | -1.3 | . | -6 | -2 | 3 | -1 | 102 | 0
Cc1cccc(Nc2nc(N)c([N+](=O)[O-])c(N3CC(C)CC(C)C3)n2)c1 (centres undefined) | 1.4* | -65 | -3.4 | . | -1 | -4 | 15 | 0 | 1.8* | -5
Cc1cc(C)n(CCOC(=O)c2sc3ccccc3c2Cl)n1 | 98 | -33 | -2.8 | 9 | -7 | -4 | 13 | 4 | 99 | -1
CCOc1ccc(C2=Nn3c(nnc3-c3cccnc3)SC2)cc1 | 78 | -40 | -3.6 | . | -3 | 10 | 16 | 2 | 87 | 0
CCCC(=O)Nc1ccc(C(=O)n2nnc3ccccc32)cc1 | 97 | -22 | -1.1 | 15 | 3 | -8 | 10 | 2 | 102 | 1
CC1(C)Cc2nc3sc4c(=O)n(Cc5ccccc5)cnc4c3cc2CS1 | 88 | -10 | -0.5 | 9 | 5 | -11 | 30 | 1 | 91 | 2
CCc1nnc(NC(=O)Cn2nnc(-c3ccccc3F)n2)s1 | 101 | -39 | 0.4 | -9 | -12 | 3 | 12 | 11 | 96 | 0
O=S(=O)(c1cccs1)N1CCC(Cc2ccccc2)CC1 | 84 | -56 | -0.2 | 12 | -8 | -2 | 9 | 2 | 85 | 0
CCN(Cc1ccccc1)S(=O)(=O)c1cc(C(=O)NCC2CCCCC2)ccc1OC | 47 | -13 | 2.4 | . | -2 | 11 | 6 | 6 | 55 | -7
O=C1CNC(=O)/C1=C/c1ccccc1 | 94 | -52 | 0.4 | 4 | 29* | 13 | 7 | 1 | 83 | 0
O=C(Nc1cccc2cccnc12)c1ccc2c(c1)OCCO2 | 79 | 18 | -2.2 | 17 | -15 | 5 | 4 | 10 | 81 | 0
CC(C)CNC(=O)C(=O)NNC(=O)C1CCCCC1 | 91 | -42 | -0.2 | -33 | -2 | 8 | 22 | 2 | 106 | .
CS(=O)(=O)Nc1cccc(C2=NN(S(=O)(=O)c3ccc(F)cc3)C(c3cccs3)C2)c1 (centres undefined) | 88 | -41 | -2.4 | . | 5 | 5 | 1 | 5 | 83 | -9
O=C(Nc1ccccc1C(=O)O)c1ccc(Cl)c(S(=O)(=O)N2CCOCC2)c1 | 93 | -18 | 0.6 | . | -2 | -3 | 7 | 1 | 103 | .
CCOC(=O)C1=C(O)/C(=C/c2ccccn2)SC1=Nc1ccc(Cl)cc1 | 59 | -64 | -0.3 | 6 | 17 | 9 | 6 | 6 | 54 | -9
CCc1nnc(NC(=O)CSc2nnc(COc3ccccc3C)o2)s1 | 92 | -16 | -1.8 | . | 9 | 2 | 26 | 3 | 96 | 0
CCOc1ccc(S(=O)(=O)N2CCC(C(N)=O)CC2)c2ccccc12 | 100 | -29 | 0.7 | 47 | 1 | 3 | 11 | 1 | 104 | -1
Cc1cccc(N2CC(=O)N(c3cccc(C)c3)CC2=O)c1 | 108 | -23 | 0.4 | . | -2 | 10 | 5 | 4 | . | 0
c1ccc2c(-c3nnc(SCc4cn5ccccc5n4)o3)c[nH]c2c1 | 95 | -17 | 0.0 | 32 | -10 | 4 | 18 | 7 | 105&102 | -1
COc1ccccc1CNC(=O)CNC(=O)Cn1cnc2ccccc2c1=O | 105 | -25 | -1.8 | -64 | -2 | -1 | 6 | 1 | 107 | -4
C=CCNC(=O)c1onc(CCl)c1C(=O)OC | 93 | -30 | -4.1 | 1 | -1 | 4 | 7 | 1 | 92 | -2
C=CCn1c(COc2ccccc2)nnc1SCC(=O)N/N=C/c1cc(Cl)ccc1O | 30 | -33 | 2.2 | 28 | 12 | -6 | 1 | 0 | 44 | 0
CC(NC(=O)c1ccc(Br)s1)C1CCCO1 (centres undefined) | 94 | -6 | -2.4 | 12 | -20 | -10 | 10 | 0 | 95 | 0
CCOc1ccc(-c2nnn(CC(=O)N3CCN(c4ccc(F)cc4)CC3)n2)cc1OCC | 93 | -23 | -2.3 | -20 | -1 | -2 | 13 | 2 | 103 | .
CCN=C1SC(C(=O)Nc2cccc(OCC)c2)CC(=O)N1CC (centres undefined) | 90 | -22 | -2.9 | 7 | -17 | -11 | 5 | 2 | 101 | 0
Cc1cc(=O)[nH]c2n[nH]c(-c3ccccc3)c12 | 93 | -29 | 0.3 | -16 | -11 | 1 | 2 | 5 | 94 | 0
COc1cc(C(=O)Nc2c(C)cc(C)cc2C)c(-n2cnnn2)cc1OC | 98 | -36 | -1.1 | -10 | -7 | 2 | 5 | -1 | 106 | 0
Cc1cc(OCC(=O)O)c2ccccc2n1 | 91 | -22 | -0.6 | . | -8 | 11 | 17 | 2 | 97 | 1
Cc1ccc(C(=O)COC(=O)CNC(=O)CNC(=O)c2ccc(C)cc2)cc1 | 94 | -47 | -0.1 | -6 | 6 | 7 | 2 | 1 | 104 | -3
COC(=O)C1=C2SC(C)C(=O)N2C(N)=C(C#N)C1c1ccc(OC)c(OC)c1 (centres undefined) | 96 | -27 | -1.2 | . | -10 | -1 | 11 | 1 | 99 | 0
Oc1ccc(Cl)cc1-c1cc(-c2ccco2)[nH]n1 | 32 | -7 | -5.4 | . | -27 | 10 | 13 | -6 | 46 | .
CCC(=O)NC(=S)Nc1cccc(NC(=O)c2ccccc2Cl)c1 | 97 | -25 | -3.2 | 49 | -21 | -9 | 7 | 3 | 100 | .
Cc1ccc(C)c(N2CCN(C(=O)CCc3nc4ccccc4[nH]3)CC2)c1 | 86 | -23 | 1.8 | -26 | 5 | -3 | 4 | 0 | 85 | .
C=CCc1ccccc1OCC(O)CN1CCN(C(=O)OCC)CC1 (centres undefined) | 85 | -18 | -4.7 | 4 | -2 | 0 | 7 | 8 | 87 | 1
Cc1cccc(Nc2nnc(SCC3CCCCO3)s2)c1 (centres undefined) | 83 | -11 | 0.4 | 14 | -5 | -2 | 13 | 2 | 92 | -9

Source: PubChem
